Bioassay records as filed in PubChem.
NSD2 block: inhibitors of human NSD2, primary screen, biochemical, plate reader, single point. inhibition, % at 12.5 µM. AID 624260, 2012. Histone-lysine N-methyltransferase NSD2 (Homo sapiens), O96028. NSD2-SET H3K36me1 DELFIA fluorescence. 44,000 tested, 0.07% active; in the data active = inhibition above about 54%, passing the limit was not always enough;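 note: inhibitors reduce the monomethyl H3K36 fluorescence signal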
Target sequence (O96028 whole entry, looked up): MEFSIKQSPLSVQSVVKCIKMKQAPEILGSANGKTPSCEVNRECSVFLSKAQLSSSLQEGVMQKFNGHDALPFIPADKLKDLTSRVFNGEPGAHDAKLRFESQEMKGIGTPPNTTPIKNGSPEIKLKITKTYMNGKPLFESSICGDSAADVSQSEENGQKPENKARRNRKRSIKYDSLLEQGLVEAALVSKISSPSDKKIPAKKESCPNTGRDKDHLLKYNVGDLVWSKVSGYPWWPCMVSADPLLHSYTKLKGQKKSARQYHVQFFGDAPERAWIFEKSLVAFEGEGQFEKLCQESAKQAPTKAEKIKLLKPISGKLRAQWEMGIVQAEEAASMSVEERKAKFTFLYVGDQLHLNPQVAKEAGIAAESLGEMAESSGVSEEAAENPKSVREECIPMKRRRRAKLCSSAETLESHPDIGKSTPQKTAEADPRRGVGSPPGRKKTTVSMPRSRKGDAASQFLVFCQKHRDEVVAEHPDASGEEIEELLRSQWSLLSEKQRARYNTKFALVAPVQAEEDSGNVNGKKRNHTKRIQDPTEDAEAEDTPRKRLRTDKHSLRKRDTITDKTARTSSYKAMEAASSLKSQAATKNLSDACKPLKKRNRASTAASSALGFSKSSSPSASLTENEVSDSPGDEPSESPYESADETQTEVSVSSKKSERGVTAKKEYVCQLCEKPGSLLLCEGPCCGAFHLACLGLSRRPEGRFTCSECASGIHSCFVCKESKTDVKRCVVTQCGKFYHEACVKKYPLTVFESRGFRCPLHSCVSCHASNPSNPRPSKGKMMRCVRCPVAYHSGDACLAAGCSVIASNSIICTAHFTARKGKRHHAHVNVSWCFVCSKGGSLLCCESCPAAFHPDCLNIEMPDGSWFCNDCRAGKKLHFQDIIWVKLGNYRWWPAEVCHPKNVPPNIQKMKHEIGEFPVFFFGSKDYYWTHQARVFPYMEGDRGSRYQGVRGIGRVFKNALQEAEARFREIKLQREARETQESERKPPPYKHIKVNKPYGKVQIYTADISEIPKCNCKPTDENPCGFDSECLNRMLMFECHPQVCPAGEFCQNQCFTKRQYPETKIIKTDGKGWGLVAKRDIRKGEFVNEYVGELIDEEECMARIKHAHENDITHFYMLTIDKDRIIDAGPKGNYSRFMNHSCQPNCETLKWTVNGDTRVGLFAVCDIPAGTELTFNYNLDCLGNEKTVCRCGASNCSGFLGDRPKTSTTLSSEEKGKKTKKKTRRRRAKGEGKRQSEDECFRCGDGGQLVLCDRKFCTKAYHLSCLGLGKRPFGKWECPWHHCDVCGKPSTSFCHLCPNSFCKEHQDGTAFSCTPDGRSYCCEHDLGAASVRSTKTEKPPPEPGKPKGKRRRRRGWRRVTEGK
* hit, by the source's call. This is a subset; rates above refer to the full screens.

Start of the data: the first four compounds as a preview:
smiles	NSD2 block
COc1ccc(-c2ccc3c(c2)O[C@H](CN(C)C(=O)c2ccccc2F)[C@@H](C)CN([C@@H](C)CO)S3(=O)=O)cc1	-1
C[C@@H]1CCCCO[C@@H](CN(C)C(=O)Nc2ccc(F)cc2)[C@H](C)CN([C@H](C)CO)C(=O)c2cc(NC(=O)NC3CCCCC3)ccc2O1	3
C[C@H]1CN([C@@H](C)CO)C(=O)c2cccc(NC(=O)C3CC3)c2O[C@H]1CN(C)Cc1ccc(C(=O)Nc2ccccc2N)cc1	3
COc1ccc(S(=O)(=O)N(C)C[C@H]2Oc3c(NS(=O)(=O)c4ccccc4)cccc3C(=O)N([C@H](C)CO)C[C@H]2C)cc1	-3

The listing, from the start:
smiles	NSD2 block
COc1ccc(-c2ccc3c(c2)O[C@H](CN(C)C(=O)c2ccccc2F)[C@@H](C)CN([C@@H](C)CO)S3(=O)=O)cc1	-1
C[C@@H]1CCCCO[C@@H](CN(C)C(=O)Nc2ccc(F)cc2)[C@H](C)CN([C@H](C)CO)C(=O)c2cc(NC(=O)NC3CCCCC3)ccc2O1	3
C[C@H]1CN([C@@H](C)CO)C(=O)c2cccc(NC(=O)C3CC3)c2O[C@H]1CN(C)Cc1ccc(C(=O)Nc2ccccc2N)cc1	3
COc1ccc(S(=O)(=O)N(C)C[C@H]2Oc3c(NS(=O)(=O)c4ccccc4)cccc3C(=O)N([C@H](C)CO)C[C@H]2C)cc1	-3
CCC(=O)N(C)C[C@H]1Oc2ncc(C#Cc3ccccc3OC)cc2C(=O)N([C@H](C)CO)C[C@H]1C	2
C[C@@H]1CN([C@@H](C)CO)C(=O)c2cccc(NC(=O)Nc3ccc(C(F)(F)F)cc3)c2O[C@H]1CN(C)S(=O)(=O)c1ccccc1	-5
CC(C)NC(=O)N(C)C[C@H]1Oc2c(NS(=O)(=O)c3cccs3)cccc2C(=O)N([C@@H](C)CO)C[C@@H]1C	3
C[C@H]1CN([C@@H](C)CO)C(=O)Cc2cc(NC(=O)NC3CCCCC3)ccc2O[C@H]1CN(C)Cc1ccccc1	-7
C[C@H]1CN([C@@H](C)CO)C(=O)Cc2cc(NC(=O)CCCCCC(=O)Nc3ccccc3N)ccc2O[C@H]1CN(C)S(=O)(=O)c1ccccc1	4
Cc1noc(C)c1S(=O)(=O)N(C)C[C@@H]1OCCCC[C@@H](C)Oc2ccc(NC(=O)Nc3ccccc3)cc2C(=O)N([C@@H](C)CO)C[C@@H]1C	4
C[C@@H]1CN([C@H](C)CO)C(=O)c2cccc(NC(=O)c3cnccn3)c2O[C@H]1CN(C)S(C)(=O)=O	0
O=C(N/N=C/c1ccc(B(O)O)cc1)c1ccccc1O	-1
C[C@@H]1CN([C@@H](C)CO)C(=O)c2cc(NC(=O)Nc3ccccc3)ccc2O[C@@H](C)CCCCO[C@@H]1CN(C)Cc1ccncc1	-2
C[C@H](CO)N1C[C@H](C)[C@@H](CN(C)Cc2ccc(C(F)(F)F)cc2)OCCCC[C@H](C)Oc2ccc(NC(=O)CCC(F)(F)F)cc2C1=O	-1
Cc1noc(C)c1NC(=O)N(C)C[C@H]1Oc2ccc(NC(=O)NC3CCCCC3)cc2C(=O)N([C@H](C)CO)C[C@H]1C	0
Cc1noc(C)c1S(=O)(=O)Nc1ccc2c(c1)C(=O)N([C@@H](C)CO)C[C@H](C)[C@@H](CN(C)C(=O)Nc1ccccc1)OCCCC[C@@H](C)O2	3
O=C(OCC1OC(Oc2ccc(O)cc2COC(=O)C2(O)C(O)CCC2(O)C(=O)O)C(O)C(O)C1O)c1ccccc1 (configuration not stated)	2
O=C(NO)c1cccc(C(=O)N/N=C/c2ccc3ccccc3c2)c1	40
COc1ccc(C#Cc2cnc3c(c2)C(=O)N([C@@H](C)CO)C[C@@H](C)[C@@H](CN(C)C)O3)cc1	5
C[C@H](CO)N1C[C@H](C)[C@H](CN(C)C(=O)CCCN(C)C)OCCCC[C@H](C)Oc2ccc(NC(=O)Cc3ccccc3)cc2C1=O	-3
COCC(=O)N(C)C[C@@H]1Oc2cc(-c3ccncc3)ccc2S(=O)(=O)N([C@H](C)CO)C[C@@H]1C	0
C[C@@H]1CN([C@H](C)CO)S(=O)(=O)c2ccc(Br)cc2O[C@@H]1CN(C)Cc1cccnc1	1
Cc1ccc(S(=O)(=O)Nc2ccc3c(c2)CC(=O)N([C@@H](C)CO)C[C@H](C)[C@H](CN(C)Cc2ccncc2)O3)cc1	-10
C[C@@H]1CN([C@H](C)CO)C(=O)CCCn2nncc2CO[C@@H]1CN(C)C(=O)Nc1ccc2c(c1)OCCO2	4
C[C@H]1CN([C@@H](C)CO)C(=O)c2cccc(NS(=O)(=O)c3ccccc3)c2O[C@H]1CN(C)C(=O)Nc1ccc(C(F)(F)F)cc1	-11
Cc1noc(C)c1S(=O)(=O)Nc1ccc2c(c1)C(=O)N([C@H](C)CO)C[C@@H](C)[C@@H](CN(C)Cc1ccc(C(=O)O)cc1)OCCCC[C@@H](C)O2	3
COc1ccc(NC(=O)Nc2ccc3c(c2)C(=O)N([C@@H](C)CO)C[C@@H](C)[C@H](CN(C)S(=O)(=O)c2ccc(Cl)cc2)O3)cc1	-4
C[C@H]1CN([C@@H](C)CO)C(=O)Cc2cc(NS(C)(=O)=O)ccc2O[C@H]1CN(C)C(=O)Nc1cccc2ccccc12	-1
CCCN(C)C[C@H]1Oc2cc(C#Cc3ccccc3)ccc2S(=O)(=O)N([C@H](C)CO)C[C@H]1C	-1
C[C@@H]1CCCCO[C@H](CN(C)C)[C@@H](C)CN([C@@H](C)CO)C(=O)c2cc(NC(=O)Cc3ccccc3)ccc2O1	-13
COCCNC(=O)C[C@H]1C[C@H]2c3cc(NC(=O)CC4CC4)ccc3O[C@H]2[C@@H](CO)O1	19
C[C@@H]1CN([C@H](C)CO)C(=O)c2cc(NS(=O)(=O)c3ccccc3)ccc2O[C@@H]1CN(C)C(=O)Nc1ccc2c(c1)OCO2	0
C[C@H](CO)N1C[C@H](C)[C@@H](CN(C)S(=O)(=O)c2cn(C)cn2)Oc2cc(C3=CCCC3)ccc2S1(=O)=O	-1
C[C@@H]1CN([C@@H](C)CO)C(=O)CCCn2cc(nn2)CO[C@@H]1CN(C)C(=O)Nc1ccc2c(c1)OCCO2	-24
C[C@@H]1CN([C@@H](C)CO)C(=O)c2cccc(NS(=O)(=O)c3ccc(F)cc3)c2O[C@@H]1CN(C)C(=O)Nc1cccc2ccccc12	3
C[C@@H]1CN([C@@H](C)CO)C(=O)c2cc(NS(=O)(=O)c3ccccc3)ccc2O[C@@H]1CN(C)Cc1ccc(C(F)(F)F)cc1	0
O=C(O)C[C@H]1C[C@@H]2c3cc(NC(=O)CC4CC4)ccc3O[C@@H]2[C@@H](CO)O1	-7
C[C@H]1CCCCO[C@@H](CN(C)CC2CC2)[C@@H](C)CN([C@@H](C)CO)C(=O)c2cc(NS(=O)(=O)c3ccccc3)ccc2O1	-2
C[C@@H]1CN([C@H](C)CO)C(=O)c2cc(NS(=O)(=O)c3ccc(Cl)cc3)ccc2O[C@@H](C)CCCCO[C@@H]1CN(C)C(=O)C1CCCCC1	-3
C[C@@H]1CN([C@@H](C)CO)C(=O)c2cc(NS(=O)(=O)c3cn(C)cn3)ccc2O[C@H]1CN(C)Cc1ccc(Cl)c(Cl)c1	3
C[C@H](CO)N1C[C@H](C)[C@H](CN(C)C)Oc2cc(C#Cc3ccccc3F)ccc2S1(=O)=O	1
C[C@H](CO)N1C[C@H](C)[C@H](CN(C)Cc2ccccc2)Oc2ccc(NC(=O)CCCCCC(=O)Nc3ccccc3N)cc2C1=O	6
CNC[C@@H]1Oc2c(NC(=O)c3ccc(-c4nccs4)cc3)cccc2C(=O)N([C@H](C)CO)C[C@H]1C	2
CCOc1ccc(-n2c(O)c(C3=c4ccccc4=NC3=O)sc2=O)cc1	3
C[C@@H]1CN([C@@H](C)CO)C(=O)Cc2cc(NS(=O)(=O)c3ccc(F)cc3)ccc2O[C@H]1CN(C)C(=O)Nc1ccc2c(c1)OCO2	-12
CNC[C@@H]1OCCCC[C@@H](C)Oc2ccc(NC(=O)CCCN(C)C)cc2C(=O)N([C@@H](C)CO)C[C@H]1C	-2
COc1cccc(C#Cc2ccc3c(c2)O[C@H](CN(C)S(=O)(=O)c2ccccc2F)[C@@H](C)CN([C@@H](C)CO)S3(=O)=O)c1	7
CC(C)=CCC[C@@H](C)C/C=N/NC(=O)c1ccc(C(=O)NO)cc1	-2
C[C@H](CO)N1C[C@H](C)[C@@H](CN(C)S(C)(=O)=O)Oc2cc(C#CC3CCCC3)ccc2S1(=O)=O	-3
O=C(COc1ccc(Br)cc1C(=O)Nc1ccc(Cl)cc1)NC1CC1	3
COc1ccc(COCC23N=C4SCCCN4[C@H](c4ccccc4O2)[C@H]3CO[Si](C)(C)C(C)(C)C)cc1	15
CCC(=O)N(C)C[C@@H]1Oc2ncc(-c3ccc(C(=O)N(C)C)cc3)cc2C(=O)N([C@H](C)CO)C[C@@H]1C	-5
C[C@@H]1CN([C@@H](C)CO)C(=O)c2cc(C#Cc3ccccc3)cnc2O[C@@H]1CN(C)Cc1ccccn1	1
C[C@H]1CN([C@@H](C)CO)C(=O)c2cccc(NS(=O)(=O)c3cccs3)c2O[C@H]1CN(C)Cc1ccc(-c2ccccc2)cc1	-13
O=C1C=CC(=O)C2=C1C1c3ccccc3C2c2ccccc21	1
CC(=O)N(C)C[C@H]1Oc2ncc(C#Cc3ccccn3)cc2C(=O)N([C@H](C)CO)C[C@@H]1C	-5
C=C(CO)C1Cc2cc(C(C)=O)ccc2O1 (configuration not stated)	11
CNC[C@@H]1Oc2ccc(NC(=O)Nc3ccc(F)cc3)cc2CC(=O)N([C@H](C)CO)C[C@@H]1C	2
COCC#Cc1cnc2c(c1)C(=O)N([C@H](C)CO)C[C@@H](C)[C@H](CN(C)C(=O)Nc1cc(F)ccc1F)O2	1
C[C@H](CO)N1C[C@H](C)[C@H](CN(C)C)Oc2cc(C#CC3CCCCC3)ccc2S1(=O)=O	-4

A second format for part of the listing above:
COc1cccc(C#Cc2ccc3c(c2)O[C@H](CN(C)S(=O)(=O)c2ccccc2F)[C@@H](C)CN([C@@H](C)CO)S3(=O)=O)c1
- NSD2 block = 7
CC(C)=CCC[C@@H](C)C/C=N/NC(=O)c1ccc(C(=O)NO)cc1
- NSD2 block = -2
C[C@H](CO)N1C[C@H](C)[C@@H](CN(C)S(C)(=O)=O)Oc2cc(C#CC3CCCC3)ccc2S1(=O)=O
- NSD2 block = -3
O=C(COc1ccc(Br)cc1C(=O)Nc1ccc(Cl)cc1)NC1CC1
- NSD2 block = 3

Among those listed so far, these contain a thiophene ring, fused or not.
smiles	NSD2 block
CC(C)NC(=O)N(C)C[C@H]1Oc2c(NS(=O)(=O)c3cccs3)cccc2C(=O)N([C@@H](C)CO)C[C@@H]1C	3
C[C@H]1CN([C@@H](C)CO)C(=O)c2cccc(NS(=O)(=O)c3cccs3)c2O[C@H]1CN(C)Cc1ccc(-c2ccccc2)cc1	-13

Next results follow:
smiles	NSD2 block
CCCN(C)C[C@@H]1Oc2cc(-c3ccc(F)cc3)ccc2S(=O)(=O)N([C@H](C)CO)C[C@@H]1C	0
C[C@H](CO)N1C[C@H](C)[C@H](CN(C)C(=O)c2cccnc2)Oc2ncc(C3=CCCC3)cc2C1=O	0
C[C@H](CO)N1C[C@H](C)[C@H](CN(C)C(=O)CN2CCOCC2)Oc2ncc(C#C[C@@H](C)O)cc2C1=O	0
Cc1noc(C)c1S(=O)(=O)Nc1ccc2c(c1)C(=O)N([C@@H](C)CO)C[C@@H](C)[C@@H](CN(C)C(=O)NC(C)C)OCCCC[C@@H](C)O2	-2
COc1ccc(CN(C)C[C@@H]2Oc3ccc(NC(=O)Cc4ccccc4)cc3CC(=O)N([C@@H](C)CO)C[C@@H]2C)cc1	-1
C[C@@H]1CN([C@H](C)CO)C(=O)Cc2cc(NC(=O)c3ccncc3)ccc2O[C@@H]1CN(C)Cc1ccc(C(=O)Nc2ccccc2N)cc1	-8
COc1ccc(NC(=O)N(C)C[C@H]2Oc3ccc(N(C)C)cc3CC(=O)N([C@H](C)CO)C[C@@H]2C)cc1	2

A section of the results above, as a working copy:
smiles	NSD2 block
C[C@H](CO)N1C[C@H](C)[C@H](CN(C)C(=O)c2cccnc2)Oc2ncc(C3=CCCC3)cc2C1=O	0
C[C@H](CO)N1C[C@H](C)[C@H](CN(C)C(=O)CN2CCOCC2)Oc2ncc(C#C[C@@H](C)O)cc2C1=O	0
